KB-3-1 tox: qHTS assay for MDR1-selective chemotherapeutics: Primary screen using the parental adenocarcinoma cell KB-3-1; KB-3-1 viability, CellTiter-Glo ATP luminescence, 72 h; 400,000 tested, 1.4% active; Potency, µM (titrated, usually from 46.1 µM), without a hit: top-dose activity change, negative = cytotoxic, usual class: cytotoxic; AID 1347075, 2019; further: potency means the concentration at half of the fitted maximal effect; on the % scale 0 is the no-effect control and ±100 the full control effect; nearly all actives have a fitted effect of over 60% in size
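Here the drug-naive KB-3-1 line serves as comparator for MDR sub-line selectivity; cells received compound titrations, 72 h at 37 °C, then CellTiter-Glo readout.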
DRD3 agonist: qHTS of D3 Dopamine Receptor Agonist: qHTS; D3R DiscoveRx beta-arrestin cells, luminescence, 90 min; max activation, %; 410,000 tested, 0.58% active; in the data active means max activation above about 30%; further: 0% is about no effect; mostly tested at two doses, the higher about 12 µM
Target sequence (P35462 whole entry, looked up): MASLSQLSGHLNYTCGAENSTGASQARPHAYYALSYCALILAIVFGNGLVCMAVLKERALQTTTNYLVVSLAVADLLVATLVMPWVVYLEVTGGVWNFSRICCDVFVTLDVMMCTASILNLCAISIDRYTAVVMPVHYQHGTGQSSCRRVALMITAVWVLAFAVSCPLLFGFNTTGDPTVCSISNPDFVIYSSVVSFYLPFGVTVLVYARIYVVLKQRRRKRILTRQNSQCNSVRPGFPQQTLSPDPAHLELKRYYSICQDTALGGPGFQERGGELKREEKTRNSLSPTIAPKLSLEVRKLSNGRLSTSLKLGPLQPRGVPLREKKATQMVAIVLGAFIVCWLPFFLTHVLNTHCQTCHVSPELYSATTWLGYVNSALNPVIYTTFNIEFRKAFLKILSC
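Agonist-mode cell screen: cells plated at 1500/well and incubated overnight at 37 °C, then exposed to library compounds for 90 min at 37 °C. Detection reagent was added for 30–60 min at room temperature, and luminescence was read.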
KB-V1 MDR tox: qHTS assay for MDR1-selective chemotherapeutics: Primary screen using the drug-selected MDR subline cells KB-V1 | AID 1347076, 2019 | KB-V1 MDR cells viability, CellTiter-Glo, 72 h | 400,000 tested, 3.4% active | Potency, µM (doses to about 46.1 µM), inactives show at the highest dose activity change, negative = cytotoxicity, usual class: cytotoxic; further: potency means the concentration at half of the fitted maximal effect; on the % scale 0 is the no-effect control and ±100 the full control effect; nearly all actives have a fitted effect of over 60% in size
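Cytotoxicity toward P-gp-expressing KB-V1 cells was determined as loss of CellTiter-Glo luminescence after 72 h at 37 degrees C. Compounds were tested in quantitative HTS format across a concentration range, with curves fitted to normalized data.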
Active calls of the source: *; ? = inconclusive. Unless noted, the call rests on the fitted dose curve; in most records, active means well fitted cell-killing curve with a large enough effect; inconclusive means small, poorly fitted or top-dose-only effect, or effect the other way; inactive means flat fitted curve, though single readings scatter. Some of the compounds tested; count on the stated rates, not on these rows.

SMILES	KB-3-1 tox	DRD3 agonist	KB-V1 MDR tox
COc1cc(OC)c(NC(=O)C(NS(=O)(=O)c2cccc3nsnc23)c2ccccc2)cc1Cl (stereo not given)	-2%	-2	0%
CCOc1ccccc1CNC(=O)c1ccc(-c2nc(CSc3ccc(C)cc3)c(C)o2)cc1	1%	-4	-2%
COC(=O)c1ccc(Cn2c(SCC(=O)NCc3ccccc3)nc3ccccc32)cc1	-10%	-9	-5%
COc1cccc(-n2cc(C(=O)Oc3cccc(C(F)(F)F)c3)c3ccccc3c2=O)c1	4%	4	51%
CCOc1ccc(NC(=O)c2cc(-c3ccc(C)c(F)c3)on2)c([N+](=O)[O-])c1	2%	8	?
Cc1c(C)n(Cc2ccccc2)c2ccc(C(=O)NCc3ccco3)cc12	?	-14	?
Fc1ccc(-n2ncc3c(N4CCN(c5ccccc5F)CC4)ncnc32)cc1	?	-32	-1%
Cc1cccc(NC(=O)CSc2nnc(C)c(=O)[nH]2)c1	-2%	-11	0%
CCOC(=O)c1c(NC(=O)c2nc(SC)ncc2Cl)sc(C)c1C	7%	8	0%
COc1cccc(-c2nn(C)c3sc(C(=O)N4CCN(c5cccc(C(F)(F)F)c5)CC4)cc23)c1	-1%	27	0%
COc1ccc(-c2nc3c(c(SCC(=O)N(C)c4ccccc4)n2)Cc2cc(C)ccc2O3)cc1	-14%	-1	19%
O=C(Cn1c(=O)oc2cc(S(=O)(=O)N3CCCCC3)ccc21)NCc1ccc(Cl)cc1	?	2	?
COc1ccc(CNC(=O)COCc2cc(-c3ccc4c(c3)OCO4)on2)cc1	-5%	7	-19%
COc1ccc(NC(=O)Cn2cnc3c(nc4n3CCCCC4)c2=O)cc1Cl	0%	5	10%
Cc1cc(C)cc(NS(=O)(=O)c2ccc3c(c2)CCCN3C(=O)C2CCC2)c1	?	3	0%
O=C(Cn1ncc2c3ccccc3n(Cc3ccc(Cl)cc3)c2c1=O)NCc1cccs1	11%	3	?
CCCCNc1nc(Oc2ccc(OCC(N)=O)nn2)nc(N2CCOCC2)n1	7%	6	7%
O=C(Nc1ccccc1C(F)(F)F)C1(S(=O)(=O)c2ccc(Cl)cc2)CC1	9%	-4	11%
Cc1ccc2c(=O)cc(C(=O)Nc3ccc(S(=O)(=O)Nc4onc(C)c4C)cc3)oc2c1C	-1%	8	15%
O=C1c2ccccc2-c2onc3c(N4CCN(C5CCCCC5)CC4)cc(NCCO)c1c23	-1%	-1	9%
Cc1ccc(NC(=O)CCCn2nc(C)c3sc4ccccc4c3c2=O)c(Cl)c1	1%	4	0%
Cc1ccc(Nc2nnc(-c3ccc(C)c(S(=O)(=O)N4CCCCC4)c3)c3ccccc23)cc1	?	22	-3%
CCOC(=O)c1c(S(=O)(=O)N2CCCC(C(=O)NCc3cccc(C)c3)C2)c(C)n(C)c1C (stereo not given)	-1%	-6	?
COc1cccc(CNC(=O)CCc2nc(-c3ccc(C)cc3)no2)c1	-6%	0	-10%
CCOC(=O)Cn1c(=O)cc(-c2ccccc2)c2c(C)nn(C)c21	9%	-12	28%
COc1ccc(NC(=O)c2sc3nc(C)c(C(=O)Nc4ccc(C)cc4C)c(-c4cccs4)c3c2N)cc1	1%	2	20%
Cc1cc(C(=O)N2CCN(c3ccccc3)CC2)c2c(C)nn(-c3cccc(F)c3)c2n1	8%	20	?
COc1ccc(-n2c(/C=C/c3c(C)[nH]c4ccccc34)nc3ccccc3c2=O)cc1	2%	-15	8%
CCOC(=O)c1cnc2ccc(C)cc2c1NCCc1ccc(OC)c(OC)c1	-23%	-6	?
CCOC(=O)c1cnc2c(ccc3ccccc32)c1Nc1ccc(OC)cc1OC	?	3	?
COc1ccccc1N1CCN(C(=O)c2cc(CC(C)C)on2)CC1	4%	4	2%
Cc1cc(OCC(=O)Nc2sc3c(c2C#N)CCC(C)C3)ccc1Cl (stereo not given)	1%	2	-7%
Cc1nc2c(C(=O)NCc3ccccc3)cnn2c(C)c1Cc1ccc(F)cc1	-10%	3	?
Cc1cccn2c(=O)cc(COc3ccc(NC(=O)C(C)Oc4ccccc4)cc3)nc12 (stereo not given)	-18%	8	-11%
COc1ccc(CNC(=O)c2cnn(-c3ccc(OC)cc3)c2C2CCN(C(=O)OC(C)(C)C)CC2)cc1	-8%	-1	-26%
COc1ccccc1-c1nc(CNC(=O)Nc2ccccc2)c(C)o1	5%	6	3%
CCCCCNC(=O)c1ccc2c(c1)nc(C)n2-c1cccc(C)c1	1%	-20	-7%
Cc1cccc(N2CCN(C(=O)C3CCN(S(=O)(=O)Cc4ccccc4)CC3)CC2)c1C	-4%	-6	-3%
CCCCN(c1ccccc1)S(=O)(=O)c1ccc2c(c1)CC(C)N2C(=O)C1CC1 (stereo not given)	?	-11	?
COc1cc(-c2nnc(SCC(=O)NC(C)C)o2)cc(OC)c1OC	-1%	-14	?
CN1CCN(C(CNC(=O)C(=O)Nc2ccc(F)cc2F)c2ccc3c(c2)OCO3)CC1 (stereo not given)	3%	-2	0%
Cc1ccc2oc(=O)c(S(=O)(=O)c3ccc(F)cc3)cc2c1	5%	0	31%
COc1cc(NC(=O)c2nc(-c3ccncc3)no2)cc(OC)c1OC	0%	-10	-11%
CCCN(Cc1cc2cccc(C)c2[nH]c1=O)C(=O)c1cccc(Cl)c1	-2%	7	-13%
COc1ccc2c(c1)CC(NC(=O)Nc1ccc(NC(C)=O)cc1)CO2 (stereo not given)	2%	-10	14%

In a second layout: results already given.
| mol | KB-3-1 tox | DRD3 agonist | KB-V1 MDR tox |
| --- | --- | --- | --- |
| COc1ccc(CNC(=O)c2cnn(-c3ccc(OC)cc3)c2C2CCN(C(=O)OC(C)(C)C)CC2)cc1 | -8% | -1 | -26% |
| COc1ccccc1-c1nc(CNC(=O)Nc2ccccc2)c(C)o1 | 5% | 6 | 3% |
| CCCCCNC(=O)c1ccc2c(c1)nc(C)n2-c1cccc(C)c1 | 1% | -20 | -7% |
| Cc1cccc(N2CCN(C(=O)C3CCN(S(=O)(=O)Cc4ccccc4)CC3)CC2)c1C | -4% | -6 | -3% |
| CCCCN(c1ccccc1)S(=O)(=O)c1ccc2c(c1)CC(C)N2C(=O)C1CC1 (stereo not given) | ? | -11 | ? |
| COc1cc(-c2nnc(SCC(=O)NC(C)C)o2)cc(OC)c1OC | -1% | -14 | ? |

Results in DRD3 agonist (2 entries from above):
canonical_smiles | DRD3 agonist
COc1cc(NC(=O)c2nc(-c3ccncc3)no2)cc(OC)c1OC | -10
COc1ccc(CNC(=O)c2cnn(-c3ccc(OC)cc3)c2C2CCN(C(=O)OC(C)(C)C)CC2)cc1 | -1

The listing picks up, repeating the 3 entries before the break.
SMILES	KB-3-1 tox	DRD3 agonist	KB-V1 MDR tox
COc1cc(NC(=O)c2nc(-c3ccncc3)no2)cc(OC)c1OC	0%	-10	-11%
CCCN(Cc1cc2cccc(C)c2[nH]c1=O)C(=O)c1cccc(Cl)c1	-2%	7	-13%
COc1ccc2c(c1)CC(NC(=O)Nc1ccc(NC(C)=O)cc1)CO2 (stereo not given)	2%	-10	14%
CCCn1c(CCC(=O)Nc2ccc(C)c(Cl)c2)nc2cccnc21	3%	-19	-26%
Cc1ccc(Cl)cc1NS(=O)(=O)c1cc2c3c(c1)CC(=O)N3CCC2	-1%	-4	11%
COc1ccccc1-c1nc(CNC(=O)NC2CCCCC2)c(C)o1	8%	4	-9%
CCCN1C(=O)c2[nH]nc(-c3ccccc3O)c2C1c1ccc(OCc2ccccc2)c(OCC)c1 (stereo not given)	?	28	-8%
Cc1oc2ncn(C)c(=O)c2c1C(=O)N1CCN(c2cccc(C(F)(F)F)c2)CC1	1%	4	0%
COCCCNC(=O)CSc1nc(-c2ccc(OC)c(OC)c2)[nH]c1-c1ccc(F)cc1	2%	-14	0%
COc1ccc(CNC(=O)c2cc3c(=O)[nH]c4ccc(C)cc4c3s2)c(OC)c1	6%	1	-4%
CCOc1ccc(C(=O)c2c(N)c(-c3nc(-c4ccc5c(c4)OCO5)cs3)c3ccccn23)cc1	6%	-4	4%
Cc1ccc2c(=O)cc(C(=O)Nc3sc4c(c3C(=O)NCC3CCCO3)CCC4)oc2c1 (stereo not given)	0%	-10	18%
Cc1nc2nc(NCc3cccc(Cl)c3)[nH]n2c(=O)c1Cc1ccccc1	-1%	-6	?
Cc1ccc(NC(=O)C2CCCN2S(=O)(=O)c2cccc3nsnc23)c(Br)c1 (stereo not given)	-7%	2	?
CCOc1ccc(-c2cn(-c3ccc(OC)cc3)c(SCC(=O)Nc3ccccc3Cl)n2)cc1	2%	3	-23%
Cn1nnnc1SCCCNCc1ccc(-c2cccc(Cl)c2)o1	6%	-18	1%
COc1ccc(C(=O)N2CCC(C(=O)Nc3ccccc3Cl)CC2)cc1	-8%	2	0%
COc1ccc(N2Cc3cccc(C(=O)Nc4ccc(C(C)C)cc4)c3C2=O)cc1	2%	-3	13%
CCN1CCN(c2oc(-c3ccc(COc4ccc(OC)cc4)o3)nc2C#N)CC1	-18%	-18	1%
CC(NC(=O)CSc1n[nH]c(-c2ccccc2Cl)n1)c1nc2ccccc2n1C (stereo not given)	-2%	0	9%
CCS(=O)(=O)N1CC(=O)N(c2cccc(Cl)c2C)C(C)(C(=O)NC2CCCCC2)C1 (stereo not given)	13%	-7	-2%
Cc1ccc(OCCSc2nc3ccc(NC(=O)COc4ccc(F)cc4)cc3s2)cc1	1%	-7	?
Cc1ccc(C)c(NC(=O)Nc2nnc(N(CC(C)C)CC(C)C)s2)c1	-9%	-18	3%
Cc1cc(C)cc(OC(=O)c2cc(-c3ccc4c(c3)OCCO4)on2)c1	5%	8	26%
CCOc1ccc(-n2c(-c3ccc(OC)cc3)cc3c2CC(C)(C)CC3=O)cc1	?	5	?
COc1ccc(C)cc1NC(=O)CN1c2ccccc2S(=O)(=O)c2ccccc21	-20%	-13	11%
O=C(c1ccco1)c1cn(CCOc2ccc(Cl)cc2)c2ccccc12	-3%	-5	?
Cc1oc2ncnc(N3CCCCC3)c2c1C(=O)NCC1CCN(Cc2ccccc2F)CC1	-1%	-19	1%
COc1ccccc1NC(=O)c1oc2ccccc2c1NC(=O)c1ccc(S(=O)(=O)N(C)C)cc1	5%	-9	0%
CCOC(=O)c1cccc(Nc2cc(C)nc(C)n2)c1	0%	6	-5%
CC1CCN(C(=O)Cn2c(-c3cccs3)cc3cc(Cl)ccc32)CC1	-5%	5	-8%
COc1ccc(NC(=O)CN2CCN(S(=O)(=O)c3ccc(Br)cc3)CC2)cc1	-12%	4	0%
COc1cccc(N2CCN(S(=O)(=O)c3ccc4[nH]c5c(c4c3)CCCC5)CC2)c1	-6%	7	-4%
Cc1ccc(CNC(=O)C(C)n2ccc3cc(S(=O)(=O)N4CCCC4)ccc32)cc1 (stereo not given)	-11%	3	-23%

Screens: PubChem BioAssay, National Center for Advancing Translational Sciences (NCATS)
